# MgcRacGAP inhibition: MgcRacGAP GTPase-activating activity inhibitors, confirmation, biochemical, ADP Hunter fluorescence | MgcRacGAP-stimulated Rac1 GTP hydrolysis, ADP Hunter fluorescence; higher % means a stronger effect; GST-tagged Rac1 F28L mutant substrate | Rac GTPase-activating protein 1 (Homo sapiens) | 340,000 tested, 0.6% active | inhibition, % at 30 µM; hits with a dose series show IC50 in µM | AID 624330, 2012;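 active = first-screen hits whose inhibition reached a set limit at any dose in the follow-up dose series; inconclusive = inhibition above the set first-screen limit but never retested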;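 note: fluorescence reports GDP produced by GAP-driven GTP hydrolysis; strong numbers were not always called active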
# SIAH1 antagonists: Siah-1 peptide-binding antagonists, primary screen, biochemical, fluorescence polarization, rhodamine-plectin, uHTS (AID 1817) | one-dose displacement, % at 20 µM; IC50 in µM for titrated hits | E3 ubiquitin-protein ligase SIAH1 (Homo sapiens) | 290,000 tested, 0.02% active | Siah-1 / rhodamine-plectin peptide fluorescence polarization; higher % means a stronger effect;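 active = displacement of at least 50% at 20 µM, with a fluorescence ratio check between 0.3 and a set limit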;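 note: plate controls were Siah plus tracer with DMSO for no effect and tracer alone without Siah for full effect; strong numbers were not always called active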
# HIV peptide binding: inhibitors of HIV fusion peptide binding, primary screen, biochemical, uHTS, fluorescence dequenching (AID 1986); one-dose inhibition, % at 20 µM; IC50 in µM for titrated hits; 290,000 tested, 0.3% active; cell-free peptide binding, fluorescence dequenching, 30 min; higher % means a stronger effect; in the data active = inhibition mostly above about 52%, no sharp cut-off; inactive = mostly below about 76%; note: some results filed as inactive read as strong as hits
# GPR55 antagonists: GPR55 antagonists blocking LPI-driven arrestin recruitment, primary screen, imaging, U2OS, beta-arrestin-GFP, LPI agonist (AID 2013). G-protein coupled receptor 55 (Homo sapiens). U2OS GPR55 beta-arrestin-GFP translocation imaging, LPI antagonism; higher % means a stronger effect. inhibition, % at 10 µM; hits with a dose series show IC50 in µM. 290,000 tested, 0.13% active;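 active = spots per cell inhibited over 60%, with over 100 cells counted and total cytoplasm intensity under 500,000; inconclusive = wells with under 100 cells, flagged as likely toxic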;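 note: U2OS cells stably carrying GPR55 and arrestin-GFP stimulated by 5 µM LPI near EC80; imaged beta-arrestin-GFP aggregate spots per cell after agonist stimulation; plate controls were LPI-stimulated DMSO wells for no effect and DMSO wells without LPI for full effect; some results filed as inactive read as strong as hits; confirmed hits need IC50 under 10 µM and bright autofluorescent wells are also inconclusive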
# PhoP inhibition: inhibitors of PhoP regulon expression, primary screen, Salmonella Typhimurium, GFP reporter (AID 1863) | S. Typhimurium PhoP-regulated promoter GFP reporter, 4 h; higher % means a stronger effect | inhibition, % at 50 µM; hits with a dose series show IC50 in µM | 300,000 tested, 0.16% active;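 active = inhibition over 29.93%, a cutoff 3 SD above the screen mean, later confirmed by dose response; inconclusive = inhibition over 29.93% but no dose response follow-up; inactive = inhibition at most 29.93% or unconfirmed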;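 note: 0% = low Mg2+ inducing control and 100% = high Mg2+ repressing control; strong numbers were not always called active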
# NTR1 agonist: agonists of NTR1, primary screen, imaging, U2OS cells, beta-arrestin-GFP, high content (AID 493036); Neurotensin receptor type 1 (Homo sapiens), P30989; NTR1-U2OS beta-arrestin-GFP spot imaging, agonist mode; activation, % at 20 µM; 330,000 tested, 0.17% active;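 active = activation at or above 40% of the spot to cytoplasm intensity ratio, with at least 20 cells analyzed; inconclusive = wells under 20 cells, flagged as cytotoxic or low count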;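 note: 0% = DMSO without peptide and 100% = 100 nM NTR1 peptide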
# Target sequence (P30989 whole entry, looked up): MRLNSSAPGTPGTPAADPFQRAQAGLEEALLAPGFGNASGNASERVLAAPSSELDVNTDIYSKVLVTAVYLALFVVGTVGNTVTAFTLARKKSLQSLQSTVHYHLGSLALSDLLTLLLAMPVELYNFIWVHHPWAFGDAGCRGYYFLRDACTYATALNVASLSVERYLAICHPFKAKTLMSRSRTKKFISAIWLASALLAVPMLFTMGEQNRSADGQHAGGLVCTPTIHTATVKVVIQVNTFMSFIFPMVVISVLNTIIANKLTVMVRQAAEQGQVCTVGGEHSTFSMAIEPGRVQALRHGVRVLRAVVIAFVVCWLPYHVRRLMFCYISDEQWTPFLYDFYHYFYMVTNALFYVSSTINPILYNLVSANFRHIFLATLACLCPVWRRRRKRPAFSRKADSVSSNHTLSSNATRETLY
# Myeloid diff 2: induction of myeloid progenitor differentiation, primary screen, cell-based, flow cytometry, MLPCN library; ER-HoxA9 myeloid progenitors, lysozyme-GFP differentiation; 360,000 tested, 1% active; calls only at 10 µM;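 active = normalized GFP-positive differentiation at or above the plate's own cutoff, the solvent-only control mean plus 3 SD; inconclusive = no clear call, values can overlap the other calls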;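 note: cells exposed to compound for four days before flow analysis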
# GPR35 arrestin U2OS: GPR35 antagonists blocking zaprinast-driven arrestin recruitment, primary screen, imaging, U2OS, beta-arrestin-GFP, zaprinast agonist (AID 2058) | G-protein coupled receptor 35 (Homo sapiens) | U2OS GPR35 beta-arrestin-GFP translocation imaging, zaprinast antagonism; higher % means a stronger effect | one-dose inhibition, % at 10 µM; IC50 in µM for titrated hits | 290,000 tested, 0.052% active;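 active = inhibition of at least 50% with at least 30 cells and total cytoplasm GFP at most 10,000,000; inconclusive = under 30 cells or total GFP of 10,000,000 plus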
# LYP inhibition: inhibitors of LYP phosphatase, biochemical, fluorescence intensity, uHTS (AID 1779); recombinant LYP phosphatase, fluorescence intensity; higher % means a stronger effect; inhibition, % at 11.5 µM, or IC50 in µM where a hit was titrated; 290,000 tested, 0.054% active; in the data active = inhibition above about 50%;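 note: plate controls were vehicle with enzyme for no effect and no enzyme for full effect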
# NTR1 agonist cell count 20 µM: further read-out of NTR1 agonist, marked with its call; cell count; measured here: cell count, cytotoxicity flag
# Myeloid diff 2 GFP+ MAC1+ %: also measured in Myeloid diff 2; calls as there; GFP+ MAC1+ double positive, %; measured here: differentiation confirmed by MAC1 staining
# The depositor's hits bear a star; i = inactive; ? = inconclusive; nt = no result given.
SMILES,MgcRacGAP inhibition,SIAH1 antagonists,HIV peptide binding,GPR55 antagonists,PhoP inhibition,NTR1 agonist,NTR1 agonist cell count 20 µM,Myeloid diff 2,Myeloid diff 2 GFP+ MAC1+ %,GPR35 arrestin U2OS,LYP inhibition
O=c1[nH]c(/C=C/c2ccccc2[N+](=O)[O-])nc2ccccc12,-16%,6%,-0.9%,-3%,-5%,0.4,62,i,1.8,-6%,-5%
CCOC(=O)CC(=O)Nc1ccsc1C(N)=O,-1%,-3%,1.3%,-4%,-6%,1.2,64,i,0.5,1%,-6%
CN(Cc1ccn[nH]1)C(=O)C1CCC(=O)N(Cc2cccc(C(F)(F)F)c2)C1 (configuration not stated),-11%,0%,-2.0%,3%,-1%,-0.8,67,i,3.6,3%,-8%
CCOC(=O)C1(CCc2ccccc2)CCN(C(=O)C(C)n2cncn2)CC1 (configuration not stated),-1%,3%,2.6%,0%,-3%,0.2,39,i,0.3,-4%,-5%
O=C(C1=NN[C@@H]2C(=O)N(c3cccc(C(F)(F)F)c3)C(=O)[C@H]12)c1ccc2ccccc2n1,6%,6%,15%,7%,6%,0.3,49,i,0.1,-10%,5%
COc1ccccc1NC(=O)CSCC(=O)N1c2ccccc2CCc2ccccc21,8%,-4%,-0.9%,3%,-11%,0.9,86,i,0.6,-1%,-5%
COc1ccc(-c2csc(NC(=O)CSCc3c(C)noc3C)n2)c(OC)c1,2%,nt,nt,nt,-8%,3.5,47,i,0.4,nt,nt
CCOC(=O)C1(Cc2ccccc2C)CCCN(C(=O)CN2CCCCC2=O)C1 (configuration not stated),11%,6%,-1.3%,-1%,-5%,0.8,74,i,0.3,-14%,-5%
CC1(C(=O)CSc2n[nH]c(-c3ccccc3Cl)n2)CCC(=O)O1 (configuration not stated),nt,4%,3.6%,62%,-20%,0.1,54,nt,nt,-3%,-4%
COc1ccc(/C=N\NC(=O)COc2ccc(C(C)(C)C)cc2)cc1Cn1nc(C)cc1C,0%,-1%,1.9%,2%,1%,1.6,70,i,1.5,-1%,-1%
O=C1CCCCN1CCC(=O)N1CCCC(Nc2ccccc2)C1 (configuration not stated),6%,-1%,0.9%,-1%,3%,1.3,56,i,0.4,16%,-15%
COCC(=O)N1CCN(c2cccc(C(F)(F)F)c2)CC1,4%,6%,0.4%,4%,2%,0.3,65,i,0.3,3%,-8%
Cc1cccc(C(=O)O/N=C(\N)Cc2cccc3ccccc23)c1,10%,6%,4.5%,12%,-1%,-0.9,74,i,0.5,5%,-4%
CC(=O)Nc1ccccc1NS(=O)(=O)c1ccccc1[N+](=O)[O-],2%,2%,-0.6%,7%,4%,2.9,47,i,0.5,0%,-2%
COc1ccc(-n2nc(C(=O)NCC(=O)NCC3COc4ccccc4O3)c3ccccc3c2=O)cc1 (configuration not stated),2%,2%,-1.6%,10%,-3%,1.0,63,i,0.9,-3%,2%
O=[N+]([O-])c1ccc(S(=O)(=O)NCC2COc3ccccc3O2)cc1 (configuration not stated),12%,10%,-1.3%,-3%,0%,1.9,72,i,1.1,13%,-4%
O=C(Cn1nc(C(=O)O)c2ccccc2c1=O)c1cc(F)ccc1F,9%,-9%,-1.9%,4%,-1%,1.7,58,i,0.0,15%,-5%
O=C(NCCOc1ccccc1)c1ccc2c(c1)OCO2,0%,-4%,0.4%,5%,1%,-1.3,50,i,6.4,8%,-9%
CCCC(=O)Nc1cc(OC)c(NC(=O)NC2CCCCC2)cc1OC,5%,-1%,-1.9%,-9%,-6%,2.2,50,i,6.5,9%,4%
CC(C)CNS(=O)(=O)c1ccc(CCC(=O)Nc2ccc3c(c2)OCCO3)cc1,12%,0%,3.4%,8%,9%,0.2,46,i,0.9,10%,-5%
NS(=O)(=O)c1ccc(S(=O)(=O)N2CCCC2)cc1,-2%,6%,3.7%,8%,2%,0.6,79,i,1.3,-5%,-2%
COc1cc(CN2CCC(CO)(CCOc3ccccc3)CC2)cc(OC)c1OC,1%,-5%,-1.3%,-2%,-4%,-0.7,80,i,0.2,17%,-7%
CC1=CN2C(=N)/C(=C/c3ccc(Sc4ccc(C)cc4)o3)C(=O)N=C2S1,9%,-2%,9.0%,2%,5%,2.7,73,i,0.7,-22%,4%
O=C(O)/C=C/C(=O)Nc1ccc(OC(F)(F)Cl)cc1,4%,0%,-0.5%,-5%,-8%,1.9,27,i,0.1,7%,-5%

# 3 entries out of the list above, ordered by the number in SIAH1 antagonists, falling:
SMILES,MgcRacGAP inhibition,SIAH1 antagonists,HIV peptide binding,PhoP inhibition,Myeloid diff 2 GFP+ MAC1+ %,GPR35 arrestin U2OS,LYP inhibition
NS(=O)(=O)c1ccc(S(=O)(=O)N2CCCC2)cc1,-2%,6%,3.7%,2%,1.3,-5%,-2%
COc1ccc(-n2nc(C(=O)NCC(=O)NCC3COc4ccccc4O3)c3ccccc3c2=O)cc1 (configuration not stated),2%,2%,-1.6%,-3%,0.9,-3%,2%
O=C(NCCOc1ccccc1)c1ccc2c(c1)OCO2,0%,-4%,0.4%,1%,6.4,8%,-9%

# Following part.
SMILES,MgcRacGAP inhibition,SIAH1 antagonists,HIV peptide binding,GPR55 antagonists,PhoP inhibition,NTR1 agonist,NTR1 agonist cell count 20 µM,Myeloid diff 2,Myeloid diff 2 GFP+ MAC1+ %,GPR35 arrestin U2OS,LYP inhibition
CC(=O)c1c(C)[nH]c(C(=O)COC(=O)c2cc(S(=O)(=O)N(C)c3ccccc3)ccc2Cl)c1C,3%,5%,9.6%,2%,-8%,22,48,i,0.7,31%,3%
Cc1ccc(N(C(=O)CCC(=O)Nc2cc(C)on2)C(C(=O)NC2CCCC2)c2ccccc2)cc1 (configuration not stated),5%,-6%,-1.0%,8%,-4%,-1.7,101,i,0.2,20%,-4%
Cc1ccc(N(C(=O)CNC(=O)c2ccco2)C(C(=O)NCC2CCCO2)c2ccccc2)cc1C (configuration not stated),4%,0%,-0.5%,-4%,1%,1.1,47,i,0.7,15%,-6%
COC(=O)CNC(=O)Cn1cnc2sc(C)c(S(=O)(=O)N3CCC(C)CC3)c2c1=O,5%,9%,1.0%,0%,5%,-0.3,83,i,0.4,-2%,0%
CC(Sc1nc2cc([N+](=O)[O-])ccc2n1-c1ccc(F)cc1)C(=O)NCc1ccc2c(c1)OCO2 (configuration not stated),7%,-10%,12%,6%,16%,4.3,81,i,0.5,9%,-3%
Cc1c(C(=O)Nc2ccc(S(=O)(=O)NCC3CCCO3)cc2)cccc1[N+](=O)[O-] (configuration not stated),2%,4%,-1.8%,-13%,14%,2.1,56,i,0.2,5%,-6%
O=C(NCCNC(=O)c1cnccn1)c1cccc(Cl)c1,2%,-5%,0.5%,5%,1%,1.9,53,i,0.8,4%,-6%
Cc1ccc(C)c(NC(=O)CSc2nc3nc(-c4cccs4)cc(C(F)(F)F)c3c(=O)[nH]2)c1,1%,0%,25%,1%,-7%,6.8,64,i,0.8,-2%,7%
C#CCNC(=O)C1=C[C@H](c2ccc3c(c2)OCO3)[C@@H](CCCO)[C@H](OCC)O1,7%,7%,-2.8%,15%,-12%,-4.3,98,i,1.6,-11%,-10%
CCc1noc(C)c1C(=O)Nc1cc(S(=O)(=O)N2CCOCC2)ccc1OC(C)C,17%,nt,nt,nt,3%,1.6,72,i,0.3,nt,nt
COc1ccc(N/N=C(C)/C(=N/O)C(=O)Nc2ccccc2)cc1,12%,3%,-4.1%,-2%,3%,0.3,49,i,0.3,-10%,2%
Cc1nnc(NCc2ccccc2)c2ccccc12,10%,-2%,-0.6%,-1%,5%,0.4,64,i,1.0,17%,-14%
O=C(O)c1cccc(C(=O)Nc2cccc(NC(=O)C3CCCO3)c2)c1 (configuration not stated),2%,-3%,6.3%,0%,8%,-1.3,58,i,0.6,-6%,-4%
CC(Nc1nc(-c2cccnc2)nc2ccccc12)c1ccc(F)cc1 (configuration not stated),9%,2%,-0.2%,30%,10%,6.3,51,i,0.2,14%,-4%
COC(=O)c1cccc(NC(=O)c2cccnc2)c1,4%,-2%,3.3%,nt,-4%,-0.4,34,i,1.1,-10%,-10%
O=C(CSCc1ccccc1Cl)N/N=C/c1ccco1,10%,-3%,-2.7%,-10%,-5%,0.6,81,i,1.1,-6%,-5%
O=C(c1cccnc1)C1CCCN(Cc2nc(Cc3ccccc3)no2)C1 (configuration not stated),5%,-1%,0.3%,-6%,-7%,-0.5,52,i,2.1,1%,-4%
CCn1ccc(C(=O)Nc2c(C)nn(Cc3c(F)c(F)c(F)c(F)c3F)c2C)n1,-3%,7%,1.9%,2%,-4%,0.1,47,i,0.1,-18%,0%
COc1ccc(NS(=O)(=O)/C=C/c2ccccc2)cc1,9%,6%,-1.0%,10%,-8%,4.2,76,i,0.3,4%,-1%
C#CC(C)(CC)NC(=O)c1cc2cccc(CC=C)c2oc1=O (configuration not stated),-6%,-4%,-1.6%,5%,6%,2.3,70,?,nt,-11%,1%
O=C(CSc1ccccc1)Nc1cccc(S(=O)(=O)N2CCCC2)c1,5%,3%,1.8%,4%,0%,3.8,40,i,1.9,-5%,2%
CCCS(=O)(=O)c1c(S(=O)(=O)CCC)c2ccc(C(C)=O)cn2c1C(=O)OC,6%,4%,1.6%,2%,5%,0.8,110,i,0.3,9%,-6%
O=C(CS(=O)(=O)c1ccccc1)Nc1cccnc1,1%,5%,0.6%,-1%,-3%,-0.1,63,i,0.2,7%,-5%
O=C(O)C1CCCCC1C(=O)NC1C2CC3CC(C2)CC1C3 (configuration not stated),-13%,-1%,-0.7%,-4%,1%,0.3,62,i,0.2,1%,-5%
CN(C)NC(=O)c1ccc([N+](=O)[O-])s1,-4%,4%,1.4%,5%,-15%,1.0,54,i,0.7,-1%,-5%
CNc1nc(C)c([N+](=O)[O-])c(Nc2ccc(OC)cc2)n1,12%,8%,-0.4%,8%,-3%,0.7,48,i,0.5,-2%,-6%
Cc1ccc(NC(=O)CN2C(=O)NC3(CCCC3)C2=O)c(Cl)c1,5%,-1%,0.9%,12%,-1%,-1.3,45,i,0.4,3%,-10%
COc1cc(Cl)ccc1OCc1cc(C(=O)N(C)C2CCOC2)no1 (configuration not stated),9%,0%,2.4%,-2%,-8%,-0.9,65,i,2.1,10%,-10%
